bCat KO growth = beta-catenin-lacking colon tumor cell growth suppression; viability, % at 10 µM; 140,000 tested, 1.5% active; HCT116 beta-catenin knockout viability, CellTiter-Glo, 60 h; active compounds read low;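 active = viability at or under a set limit, the compound median less 4 SD, cut at about 6% in these data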;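 also: 0% = Hyamine 1622 control at 20 µM and 100% = untreated cell control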
NPY Y2 blocker = blocks the human neuropeptide Y Y2 receptor; P49146; 140,000 tested, 0.99% active; inhibition, % at 2.7 µM; NPY-Y2 expressing cells, antagonist mode; in the data active = inhibition above about 17%;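 also: 0% = vehicle with agonist challenge and 100% = reference antagonist with challenge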
Target sequence (P49146 whole entry, looked up): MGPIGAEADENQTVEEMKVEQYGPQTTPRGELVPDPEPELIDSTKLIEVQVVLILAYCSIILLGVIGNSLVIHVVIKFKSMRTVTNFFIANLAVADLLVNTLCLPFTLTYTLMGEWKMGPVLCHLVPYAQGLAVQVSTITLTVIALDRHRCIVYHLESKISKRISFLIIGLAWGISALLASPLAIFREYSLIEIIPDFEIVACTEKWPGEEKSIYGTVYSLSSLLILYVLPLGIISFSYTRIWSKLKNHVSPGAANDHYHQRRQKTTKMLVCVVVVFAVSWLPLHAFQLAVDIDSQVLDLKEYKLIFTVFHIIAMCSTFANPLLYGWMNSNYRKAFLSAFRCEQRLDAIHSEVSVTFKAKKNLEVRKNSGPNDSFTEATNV
Yeast lifespan up = yeast lifespan extension. 130,000 tested, 0.68% active. inhibition of the nicotinamide effect, % at 10 µM. S. cerevisiae growth with nicotinamide, OD615; deaD strain in restrictive glucose medium. AID 775;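 active = inhibition above a set limit, placed 3 SD over the median of all compounds, cut at about 26% in these data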;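 also: 0% = nicotinamide-treated wells and 100% = cells grown without nicotinamide; some compounds called inactive have numbers as strong as hits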
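Test system: DeaD-strain S. cerevisiae / Buffer or medium: restrictive glucose medium / Also added: nicotinamide 1.5 mM / Doses: one concentration, 10 µM, DMSO 0.25% / Schedule: 48 h at 30 °C / Signal: OD615 measurement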
MRP1 act = MRP-1 activation. H69AR cells + doxorubicin, viability rescue, CellTiter-Glo. viability increase, % at 10 µM. 140,000 tested, 0.61% active;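 active = viability gain under doxorubicin at or above a set limit, the compound median plus 3 SD, cut at about 4.7% in these data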;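 also: MRP-1 overexpressing cells given doxorubicin 25 µM after compound pretreatment; 18-22 h compound pretreatment then 72 h with doxorubicin before readout; 0% = doxorubicin-only wells and 100% = vehicle-treated cells without doxorubicin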
BB579 growth dn = reduces growth of yeast BB579 in restrictive medium; 140,000 tested, 0.51% active; S. cerevisiae BB579 growth, OD615, 48 h; inhibition, % at 10 µM;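 active = inhibition above a set limit, 3 SD over the mean compound inhibition, cut at about 44% in these data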; also: inactives centre near -24
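controls = amphotericin B 10 µg/mL, positive | assay system = DeaD yeast strain BB579 | schedule = 48 h compound exposure at 30 °C after 4 h preincubation | detection = OD615 turbidity measurement | medium = restrictive CSMM-D medium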
Measles CPE = protection of cells from measles virus. Measles virus-infected cells, CPE protection, absorbance. AID 841. protection (pct of control), % at 4 µM. 140,000 tested, 1.5% active; in the data active = protection mostly above about 24%, no sharp cut-off; inactive = mostly below about 26%; also: some compounds called inactive have numbers as strong as hits
HCT116 PTEN-null = suppresses growth of cells with PTEN deletion. HCT116 PTEN-null viability, CellTiter-Glo, 60 h; active compounds read low. viability, % at 10 µM. 140,000 tested, 1.2% active;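 active = viability at or below a set limit, 4 SD under the median of all tested compounds, cut at about 3.7% in these data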;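 also: PTEN knockout HCT116 line with beta catenin targeted HCT116 as companion control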
GALR2 antag = blocks the human galanin receptor 2; GALR2-expressing cells, antagonist mode; O43603; 140,000 tested, 0.39% active; inhibition, % at 4 µM; in the data active = inhibition above about 27%;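 also: cells stimulated with galanin 1-16 at roughly its EC80; 0% = agonist challenge control and 100% = basal control without agonist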
Target sequence (O43603 whole entry, looked up): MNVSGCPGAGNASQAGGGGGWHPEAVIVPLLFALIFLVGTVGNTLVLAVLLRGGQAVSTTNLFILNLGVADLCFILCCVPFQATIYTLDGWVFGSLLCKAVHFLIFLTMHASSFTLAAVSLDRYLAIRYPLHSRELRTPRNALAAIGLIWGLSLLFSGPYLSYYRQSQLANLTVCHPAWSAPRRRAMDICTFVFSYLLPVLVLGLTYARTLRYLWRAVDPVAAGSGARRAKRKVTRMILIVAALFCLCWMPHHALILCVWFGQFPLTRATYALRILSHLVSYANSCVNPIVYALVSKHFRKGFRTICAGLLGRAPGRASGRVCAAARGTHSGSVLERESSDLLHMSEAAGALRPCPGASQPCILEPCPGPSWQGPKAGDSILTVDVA
Phagocytosis inh = inhibitors of macrophage phagocytosis. J774A.1 macrophage IgG-bead phagocytosis, imaging. AID 1029. inhibition, % at 5 µM. 110,000 tested, 0.07% active;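 active = inhibition above the mean of the plate negative controls plus 5 SD, cut at about 13% in these data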;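 also: phagocytic index as fraction of beads internalized from green versus red external bead signal; plate controls were DMSO negative control for no effect and cytochalasin-D positive control for full effect; some results beyond the cut were filed as inactive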
E-sel TNF inh = blocks E-selectin expression induced by TNF alpha; HUVEC TNFa-induced E-selectin immunofluorescence, high content; inhibition, % at 2 µM; 120,000 tested, 0.71% active; AID 1246;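 active = inhibition above the batch mean plus 3 SD, and confirmed as a hit on visual image review, cut at about 43% in these data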;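 also: 0% = TNF-stimulated DMSO wells and 100% = unstimulated control wells; not every result past the cut was called active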
Active calls of the source: *; . = no result given.

compound | bCat KO growth | NPY Y2 blocker | Yeast lifespan up | MRP1 act | BB579 growth dn | Measles CPE | HCT116 PTEN-null | GALR2 antag | Phagocytosis inh | E-sel TNF inh
COc1ccccc1-c1nnn(C/C(N)=N/O)n1 | 86 | 0 | 0 | -0.5 | -51 | 6 | 97 | 5 | -5 | .
Cc1c(C)n(C(=O)CN2CCN(c3ccccn3)CC2)c2ccccc12 | 75 | 5 | -17 | -1.5 | -7 | 17 | 79 | -6 | -2 | 11
CCCCNS(=O)(=O)c1cccc(S(=O)(=O)N2CCCC2)c1 | 94 | 4 | -1 | -0.9 | -41 | 9 | 87 | 16 | 1 | .
O=C(NC1CCCCC1)C(c1ccccc1)N(Cc1ccco1)C(=O)Cn1cnc2ccccc21 (stereo unspecified) | 80 | 55* | 5 | -1.2 | -20 | 23 | 83 | -7 | . | 12
O=C(NN=C1CCN(Cc2ccccc2)CC1)C(O)c1ccccc1 (stereo unspecified) | 99 | 0 | 2 | -0.7 | -42 | 5 | 89 | 4 | 1 | .
CC(=O)N=c1sc2nc3ccccc3nc2n1N(C(C)=O)C(C)=O | 88 | 5 | 10 | -1.4 | -30 | 10 | 103 | 11 | 0 | -2
COc1ccccc1NS(=O)(=O)c1cccc(NC(=O)Nc2cccc(Cl)c2)c1 | 3.9* | -4 | 2 | -5.1 | -1 | 14 | 6 | 4 | 4 | .
COC(=O)c1ccc(Oc2nc(Nc3ccc(F)cc3)nc(N3CCCC3)n2)cc1 | 74 | 2 | -2 | 1.6 | -19 | 35 | 66 | 1 | 7 | 1
O=C1NC2(CCCCC2)N=C1c1ccccc1 | 100 | 2 | -1 | -0.8 | -51 | 12 | 105 | 1 | 0 | -4
CCCC(=O)N1c2ccccc2[C@@H](N(C(C)=O)c2ccccc2)C[C@H]1C | 89 | 1 | 3 | -1.1 | -47 | 2 | 96 | -7 | 0 | 10
Cc1onc(-c2ccccc2)c1C(=O)Nc1ccc(S(=O)(=O)NC2=NCCCCC2)cc1 | 95 | 1 | -1 | -4.5 | -8 | 18 | 100 | 5 | 1 | 18
CC1=[N+](C)c2ccc3ccccc3c2C1(C)C | 13 | 22* | 5 | -4.0 | -44 | 7 | 7 | 17 | 9 | 2
C#CCOC(=O)CCCNc1ccc([N+](=O)[O-])cc1[N+](=O)[O-] | 87 | 1 | -7 | -1.4 | -17 | 16 | 95 | -12 | -2 | -2
CCCCNC(=S)NNC(=O)c1csc(C)c1 | 86 | -1 | . | -1.1 | -29 | 5 | 89 | -1 | . | -12
O=C1NCCCC1C(=O)Nc1ccccc1C(F)(F)F (stereo unspecified) | 104 | -3 | -15 | -0.1 | -34 | 10 | 100 | 7 | -2 | 4
CCOC(=O)N1CCC(=NNC(=O)COc2cccc(C)c2)CC1 | 93 | 1 | 0 | 2.7 | -49 | 9 | 102 | 5 | -3 | .

Limited to bCat KO growth, Measles CPE and Phagocytosis inh, for some of the entries so far:
| SMILES | bCat KO growth | Measles CPE | Phagocytosis inh |
| --- | --- | --- | --- |
| O=C(NC1CCCCC1)C(c1ccccc1)N(Cc1ccco1)C(=O)Cn1cnc2ccccc21 (stereo unspecified) | 80 | 23 | . |
| O=C(NN=C1CCN(Cc2ccccc2)CC1)C(O)c1ccccc1 (stereo unspecified) | 99 | 5 | 1 |

Next section.
compound | bCat KO growth | NPY Y2 blocker | Yeast lifespan up | MRP1 act | BB579 growth dn | Measles CPE | HCT116 PTEN-null | GALR2 antag | Phagocytosis inh | E-sel TNF inh
COc1cc(NC(=O)c2ccc(F)cc2)c(OC)cc1Cl | 90 | 3 | . | -4.7 | -1 | 17 | 86 | -5 | . | -2
COc1cc(NC(=O)C2=C(N3CCOCC3)/C(=C\c3ccc(Br)cc3)CC2)cc(OC)c1OC | 57 | 2 | -6 | -2.2 | -12 | 11 | 58 | -2 | -3 | .
CC(O)C(=O)NCCOCCOCCNC(=O)C(C)O (stereo unspecified) | 109 | 0 | -13 | 0.4 | -7 | 9 | 100 | 1 | . | -16
COc1ccc(S(=O)(=O)N2CCCC(C(=O)NCc3ccncc3)C2)cc1Cl (stereo unspecified) | 99 | -1 | 3 | -2.5 | -36 | 12 | 103 | 6 | 1 | 36
O=C1Nc2ccccc2CCC1Sc1nnc(-c2ccc(Cl)cc2)s1 (stereo unspecified) | 72 | 3 | . | 6.6* | -35 | 10 | 71 | -5 | . | 7
Cc1[nH]c(C(=O)N/N=C/c2ccc(C(=O)O)cc2)c(C)c1C(=O)N/N=C/c1ccc(C(=O)O)cc1 | 88 | 0 | -4 | -1.2 | -15 | 19 | 87 | 6 | -10 | .
C=CCOc1cccc(/C=C2\C(=O)N(Cc3ccc(C)cc3)C(C)=C2C(=O)OC)c1 | 36 | 6 | 7 | -4.3 | -20 | 12 | 42 | 0 | -8 | .
COc1cccc(C2C(C#N)=C(N)OC3=C2C(=O)CCC3)c1OC(=O)c1ccco1 (stereo unspecified) | 92 | -1 | -5 | -2.1 | 2 | 6 | 94 | -6 | -1 | -22
O=S(=O)(NCc1ccccc1)c1ccc(Cl)cc1 | 98 | 2 | -7 | -2.9 | 7 | 2 | 97 | -1 | . | 15
Cn1c(SCC(=O)Nc2cccc(NC(=O)c3cccs3)c2)nnc1-c1ccncc1 | 114 | -1 | -6 | -1.1 | -44 | 3 | 95 | 8 | -1 | 27
Cc1nc2ncnn2c(C)c1CCC(=O)NCCCN1CCN(c2cccc(Cl)c2)CC1 | 90 | 3 | -5 | -0.4 | -67 | 1 | 92 | 6 | 0 | -4
Cc1c(Cl)c(C(=O)NNC(=S)Nc2ccccc2)nn1C | 94 | 6 | -4 | 0.7 | 2 | 5 | 107 | 11 | . | 31
CCn1nc(C)c(/C=N/NC(=O)c2ccoc2C)c1C | 93 | -1 | -11 | -2.2 | -6 | 7 | 97 | 8 | 0 | -13
CN(CCC#N)c1ccc(/C=C(\C#N)c2ccccn2)cc1 | 79 | -1 | -6 | 0.4 | 6 | 3 | 84 | 6 | -4 | .
O=C(Nc1ccc(F)cc1)C(Sc1nnc2ccccn12)c1ccccc1 (stereo unspecified) | 77 | 9 | 8 | -1.6 | 0 | 4 | 83 | 2 | -3 | .
N#CC(c1ccccc1)(c1ncc(C(F)(F)F)cc1Cl)N1CCOCC1 (stereo unspecified) | 99 | -2 | -11 | 0.5 | -47 | 10 | 101 | 5 | . | -6
Nc1nc(C(=O)N2CCOCC2)nn1C(=O)c1ccc(Cl)cc1 | 92 | -1 | -5 | 0.8 | 15 | 2 | 93 | -1 | 0 | -4
CCOc1ccc2[nH]c(=O)c(CN(CCCO)C(C)=O)cc2c1 | 88 | 1 | -3 | -0.3 | -6 | 5 | 95 | 0 | -4 | -22
CC(C)Oc1ccc(CNC(=S)N/N=C/c2ccc([N+](=O)[O-])cc2)cc1 | 98 | -1 | -5 | -1.3 | -57 | 6 | 100 | 14 | -2 | 2
COc1ccc(/C(N)=N/OC(=O)c2cccc([N+](=O)[O-])c2)cc1OC | 116 | 1 | -14 | 0.8 | -15 | 5 | 102 | -4 | -1 | .
O=C1CC(N2CCN(c3cccc(C(F)(F)F)c3)CC2)C(=O)N1c1ccc(F)cc1 (stereo unspecified) | 91 | 0 | -1 | 1.3 | -36 | 19 | 100 | -7 | . | 0
COC(=O)c1sc(N2C(=O)c3oc4ccccc4c(=O)c3C2c2cccs2)nc1C (stereo unspecified) | 65 | 0 | -5 | -3.5 | -22 | 17 | 47 | 4 | -5 | 1
CCOc1ccc(C(CC(=O)O)NC(=O)c2cccs2)cc1 (stereo unspecified) | 99 | 2 | 4 | -1.6 | -48 | 9 | 97 | -6 | 0 | -9
CCCCn1nc(NC(=O)c2cccs2)c2cc3ccccc3nc21 | 69 | 4 | -11 | 0.2 | -20 | 27 | 72 | 10 | 0 | .
CCCn1c(=S)[nH]c2cc(C(=O)N3CCCC(C(=O)OCC)C3)ccc2c1=O (stereo unspecified) | 56 | 4 | -8 | -2.9 | -20 | 5 | 65 | -6 | . | .
COc1cccc2cc(C(=O)N3C(C)CCCC3C)c(=O)oc12 (stereo unspecified) | 90 | 3 | . | -0.7 | 12 | 19* | 91 | -3 | . | -6
Cc1cc2c(cc1C)N(C(=O)CSC1=NCCS1)C(C)(C)c1ssc(=S)c1-2 | 52 | -5 | 5 | -1.4 | -17 | 5 | 48 | 10 | 0 | -44
Cn1c(=O)n(C)c2cc(S(=O)(=O)NCCO)ccc21 | 85 | 2 | 1 | -0.2 | -73 | 19 | 110 | 4 | -1 | 22
Cc1c(C(=O)NNS(=O)(=O)c2ccccc2Cl)sc(=S)n1C | 94 | 7 | -2 | 1.4 | -4 | 7 | 97 | -4 | -1 | .
CCC1CCCCN1c1nc(-c2ccncc2)nc2ccccc12 (stereo unspecified) | 52 | 14 | -7 | -5.2 | 35 | 13 | 61 | 2 | 0 | -8
O=C(NC1CCN(C(=O)NCc2ccccc2)CC1)c1ccco1 | 110 | 0 | 2 | -0.1 | -39 | 37 | 98 | -7 | -1 | 15
COc1cccc(-c2nnn(CC(=O)Nc3ccc(C)cc3C)n2)c1OC | 94 | 6 | -12 | -1.0 | -28 | 5 | 74 | 9 | 0 | -11
CC(C)(C)c1ccc(S(=O)(=O)N2CC(=O)Nc3ccccc32)cc1 | 85 | 0 | -8 | -0.6 | -35 | 5 | 92 | -1 | -1 | 14
O=C(NC(C(=O)N/N=C/c1ccccc1)c1n[nH]c(=O)c2ccccc12)c1ccccc1 (stereo unspecified) | 105 | 9 | -8 | -2.2 | -15 | 4 | 98 | 5 | -1 | -23
C=C(C)c1cccc(C(C)(C)NC(=O)N2CCCCC2CC)c1 (stereo unspecified) | 80 | 6 | -13 | -0.8 | 14 | 2 | 72 | -14 | -1 | 57*
O=C(CN1C(=O)c2ccccc2C1=O)N1CCOCC1 | 96 | 3 | -5 | 0.9 | -33 | 5 | 94 | -11 | 0 | 4
Cc1cc2n(n1)C(c1c[nH]c3ccccc13)Nc1ccccc1-2 (stereo unspecified) | 68 | 2 | -28 | -3.3 | -25 | 7 | 75 | 4 | 0 | .
COc1ccc2[nH]c(=O)c(CN(CCc3cccc(C)c3)C(C)=O)cc2c1 | 93 | 1 | -12 | -0.8 | -12 | 1 | 80 | -3 | -2 | -4
COc1ccc(NC(=O)[C@@H]2[C@@H]3C(=O)N(C4CCCCC4)C(=O)[C@@H]3C3c4ccccc4C=CN32)cc1 (stereo partly specified) | 94 | 2 | -6 | -0.3 | -18 | 22 | 83 | 1 | 0 | .
COC(=O)C1=C(CSc2nc3c(cc2C#N)CN(C)CC3)OC(N)=C(C#N)C1c1ccc(F)cc1 (stereo unspecified) | 87 | -2 | . | -4.8 | -51 | 9 | 88 | 5 | . | -6

Source: PubChem BioAssay (several laboratories)
